Assay outcomes: PubChem, several laboratories
Hck-Nef inh: human Hck-Nef kinase inhibition. hit rate 0.68% among 220,000. AID 463187. Recombinant Hck-YEEI plus Nef, Z-Lyte FRET kinase assay. P08631. inhibition, % at 20 µM;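 active = Hck-Nef kinase inhibition above about 50%, limit read from the data; inactive = inhibition below that limit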;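 also: 0% = DMSO with Hck plus Nef and 100% = Hck alone without Nef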
Wee1 stabilizer: human Wee1 degradation inhibition, primary screen. P30291. HeLa Luc-Wee1K328M stability, luciferase luminescence; 100% = proteasome inhibitor MG132 effect. reporter increase, % at 5 µM. hit rate 1.2% among 220,000. AID 1321;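 active = activation above the mean of all tested compounds plus 3 SD, set per screening run, cut at about 8.8% in these data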;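 also: cells exposed to compound for 20 h before luminescence read; 0% = DMSO alone and 100% = MG132 at 30 µM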
FXIa inh: factor XIa (human) inhibition; P03951; purified FXIa, Boc-Glu-Ala-Arg-AMC fluorogenic substrate; AID 798; hit rate 0.14% among 220,000; inhibition, % at 5 µM;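 active = inhibition of at least 40%; inactive = inhibition below 40%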;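 also: fluorescence of freed AMC excited at 355 nm; 0% = enzyme without compound and 100% = no enzyme blank; many of its hits are not listed in these tables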
KLK5 inh: blocks human kallikrein 5 protease activity; recombinant hK5, fluorogenic AMC substrate cleavage; Q9Y337; hit rate 0.59% among 210,000; AID 873; inhibition, % at 5 µM;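 active = inhibition of 40% or more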;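 also: 0% = enzyme controls without compound and 100% = no-enzyme blanks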
Target sequence (Q9Y337 67-293 limits assumed): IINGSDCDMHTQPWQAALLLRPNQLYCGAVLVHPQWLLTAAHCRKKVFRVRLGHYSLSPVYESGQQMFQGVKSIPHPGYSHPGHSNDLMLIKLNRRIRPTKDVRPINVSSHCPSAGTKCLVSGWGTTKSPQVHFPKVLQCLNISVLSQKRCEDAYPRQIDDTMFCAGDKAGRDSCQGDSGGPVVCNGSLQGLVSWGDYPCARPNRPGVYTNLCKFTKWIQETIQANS
Runt-SMMHC FRET: inhibitors of human RUNX1 Runt domain binding to CBFb-SMMHC | Q01196+Q13951 | Cerulean-Runt/Venus-CBFb-SMMHC FRET ratio 530/480, 1 h | inhibition, % at 20 µM | hit rate 0.74% among 220,000;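 active = mean inhibition across duplicate retests at 20 µM reaching about 50%, limit read from the data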;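 also: 0% = DMSO wells and 100% = wells with excess untagged CBFb-SMMHC; inhibitors lower the FRET ratio by blocking Runt binding to CBFb-SMMHC; some results filed as inactive read as strong as hits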
Target sequence (Q01196 whole entry, looked up, the tested form may be a part): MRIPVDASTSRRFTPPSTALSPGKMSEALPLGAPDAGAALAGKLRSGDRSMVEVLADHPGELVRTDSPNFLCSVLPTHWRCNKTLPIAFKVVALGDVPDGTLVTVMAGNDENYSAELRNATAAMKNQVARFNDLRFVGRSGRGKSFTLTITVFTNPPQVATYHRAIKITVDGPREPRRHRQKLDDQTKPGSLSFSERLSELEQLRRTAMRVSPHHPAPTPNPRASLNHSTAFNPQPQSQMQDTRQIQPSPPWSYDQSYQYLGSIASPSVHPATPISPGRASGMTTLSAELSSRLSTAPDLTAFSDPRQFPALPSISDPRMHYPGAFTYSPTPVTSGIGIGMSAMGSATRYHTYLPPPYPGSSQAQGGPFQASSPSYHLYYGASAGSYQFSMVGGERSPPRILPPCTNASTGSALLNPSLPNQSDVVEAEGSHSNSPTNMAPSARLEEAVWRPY
Target sequence (Q13951 whole entry, looked up, the tested form may be a part): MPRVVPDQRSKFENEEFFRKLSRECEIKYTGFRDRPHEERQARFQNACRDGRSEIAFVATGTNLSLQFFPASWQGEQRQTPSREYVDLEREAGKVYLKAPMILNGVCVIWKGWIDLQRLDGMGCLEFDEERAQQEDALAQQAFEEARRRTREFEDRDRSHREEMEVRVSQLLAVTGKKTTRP
Runt-CBFb FRET: inhibitors of human RUNX1 Runt domain binding to CBFb; Q01196+Q13951; Cerulean-Runt/Venus-CBFb FRET ratio 530/480, 1 h; hit rate 0.46% among 220,000; inhibition, % at 20 µM;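 active = inhibition over about 50% at 20 µM in the single-dose screen, limit read from the data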;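 also: 0% = DMSO wells and 100% = excess unlabeled CBFb competitor control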
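Assay system: Cerulean-tagged RUNX1 Runt domain (FRET donor) fusion protein / Amount: 100 nM each of Venus-CBFb and Cerulean-Runt domain / Medium: Tris buffer pH 7.5 with salts and BSA / Also added: Venus-CBFb 100 nM / Schedule: 1 h complex formation plus 1 h compound treatment, room temperature / Signal: FRET fluorescence / Read-out: loss of energy transfer signal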
Thrombin inh: thrombin (human) inhibition | P00734 | alpha-thrombin, Boc-VPR-AMC fluorogenic substrate cleavage | inhibition, % at 5 µM | hit rate 0.26% among 220,000 | AID 1046;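 active = inhibition at or above 40%; inactive = inhibition below 40%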;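 also: 0% = enzyme with no compound and 100% = wells without enzyme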
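System: human alpha-thrombin protein; Compound dosing: one concentration per compound, 5 µM, with 0.2% DMSO; Timing: reaction at room temperature; Technique: AMC fluorescence, 355/460 nm; Controls: enzyme without compound as high, wells lacking enzyme as low.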
14-3-3 Bad PPI: disrupts binding of bovine 14-3-3 zeta to phospho-Bad peptide. P63103. TR-FRET 14-3-3zeta/Dy647-pBad peptide displacement, 1 h. inhibition, % at 21.7 µM. hit rate 0.71% among 220,000;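 active = inhibition above about 70%, limit read from the data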;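 also: 0% = full 14-3-3 plus peptide FRET controls and 100% = background without 14-3-3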
FXIIa inh 1536: blocks human coagulation factor XIIa protease activity; P00748; hit rate 0.3% among 220,000; inhibition, % at 5 µM; AID 800; purified FXIIa, Boc-QGR-AMC fluorogenic substrate, 2 h; in the data active = inhibition above about 40%;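 also: 0% = enzyme with no compound and 100% = blank without enzyme; many of its hits are not listed in these tables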
An asterisk follows results filed as active; . = not tested or not shown; [ ] = dose if it differs, or a comment. Hits appear at their usual frequency; overall some 4.2% were active at least once.

SMILES	Hck-Nef inh	Wee1 stabilizer	FXIa inh	KLK5 inh	Runt-SMMHC FRET	Runt-CBFb FRET	Thrombin inh	14-3-3 Bad PPI	FXIIa inh 1536
CC(=O)Nc1ccc(/C=C2/Sc3ccccc3C2=O)cc1	19	6	1	1	.	.	-10	29	7
COc1ccc(C2(O)CC3CCC(C2)N3c2nc(C)cc(C)c2C#N)cc1 (stereo not given)	0	0	-2	-5	0	-1	-1	-4	11
CCNS(=O)(=O)c1ccc(C)c(-n2cnnn2)c1C	15	3	10	-1	-7	0	0	5[fluorescence artefact?]	14
O=C(Nc1ccccc1)N1N=C(c2ccc(F)cc2)CC1c1ccc(F)cc1 (stereo not given)	2	-1	8	-5	4	1	0	-7[fluorescence artefact?]	12
CCCn1c(SCC(=O)c2ccc3c(c2)NC(=O)CO3)nc2ccccc21	-1	0	-2	-7	0	0	-5	-7[fluorescence artefact?]	2
CCCCNCc1ccc(OCc2ccc(Cl)nc2)c(OC)c1	15	3	-3	-3	1	1	-11	-10	5
COCCNC(=S)Nc1ccc2nc(N3CCCC3)cc(C)c2c1	2	-3	2	10	19	-3	5	-5	13
CCOC(=O)CCCn1ncn2c(cc3occc32)c1=O	2	0	8	-9	-2	1	-2	2	14
CC(N=C1NC(C)(C)Cc2ccccc21)C(=O)O (stereo not given)	5	2	-2	7	-30	2	-7	91*	-2
COc1ccc(-c2cc(C(F)(F)F)nc(NCc3cccnc3)n2)cc1	0	0	1	-10	-7	-8	2	12[fluorescence artefact?]	9
COc1ccccc1N1CCN(/N=C/C=C\c2ccccc2[N+](=O)[O-])CC1	-24	6	-5	-4	0	0	-1	-13	3
COc1ccc(-c2nnc(SCC(=O)NC3CCCc4ccccc43)n2N)cc1 (stereo not given)	7	0	10	-9	0	2	-1	-5[fluorescence artefact?]	10
Cc1cc2ncn(/N=C/c3cc(Br)ccc3O)c2cc1C	1	2	6	-11	-14	-4	7	-11	12
O=C(CCN1Cc2ccccc2C1)c1ccc2c(c1)OCCO2	0	-2	0	2	2	3	0	18	13
Nc1sc2c(c1C(=O)NCCc1ccccc1)CCC2	31	-3	-1	-5	-2	10	-5	-14	3
CC(NC(=O)Cc1ccc(F)cc1)c1ccccc1 (stereo not given)	2	-1	-4	0	2	-1	2	4	12
O=C(Nc1ccccc1N1CCN(c2ccccc2)CC1)c1ccccc1	2	6	-2	-5	4	2	1	-3	1
N#Cc1c(N)nc(SCC(=O)NCc2ccc3c(c2)OCO3)c(C#N)c1-c1cccs1	2	-3	-3	-24	5	-1	-16	8	16
CCN1CC(=O)Nc2cc(S(=O)(=O)N3CCOCC3)ccc21	22	2	2	2	0	-1	-7	-14	7
Cc1ccc(C)c(N2CCN(C(=O)c3cn(C)c4ccc(S(=O)(=O)N(C)C)cc4c3=O)CC2)c1	1	8	0	-27	0	-1	-8	-6	8
Cc1cc(C)nc(/N=C2\NC(=O)CC(C(=O)O)N2c2ccc(C)c(C)c2)n1 (stereo not given)	21	2	-6	-9	-2	-1	2	-3	5
CCCCNc1nc(NC)nc(Cl)c1SC	21	-4	0	4	-1	-1	1	-20	8
O=[N+]([O-])c1ccc(/C=C/c2ccc3ccccc3n2)cc1	31	-2	-5	-3	-7	-3	8	2	2
O=C(NCCc1ccccc1)C1CCC(Cn2c(=O)c3ccccc3n(Cc3cccc(F)c3)c2=O)CC1 (stereo not given)	2	1	0	-9	0	1	-10	7	10
O=C(Nc1ccc(Cc2ccncc2)cc1)c1ccc(Cl)c([N+](=O)[O-])c1	1	-2	9	4	-2	2	2	4	17
O=C(CNCc1ccncc1)Nc1cc(S(=O)(=O)N2CCCCC2)ccc1Cl	-1	-2	-1	1	-33	-19	1	34	10
CCOC(=O)c1c(NC(C)=O)sc2c(OCC(O)CNC(C)(C)C)c(Br)ccc12 (stereo not given)	25	0	-5	-4	.	.	-11	-1	3
Cn1cc(S(=O)(=O)NCC2CCCO2)c(=O)n(C)c1=O (stereo not given)	-4	0	12	14	2	1	7	7	18
COc1cccc(N(C(=O)c2ccn[nH]2)C2(C(=O)Nc3c(C)cccc3C)CCCCC2)c1	2	-2	-2	8	2	-2	-7	9	2
COc1ccc(CNC(=O)CCSCc2cccc(Cl)c2)cc1	1	-2	4	0	1	1	-5	10	11
O=C(NCc1nc2ccccc2[nH]1)c1ccc(S(=O)(=O)N2CCCC2)cc1	22	-3	1	-44	-3	-1	-10	-4	11
CCC1CCCCN1C/C=C/c1ccccc1[N+](=O)[O-] (stereo not given)	-1	-3	6	-5	-4	1	4	36	24
CCN(CC)S(=O)(=O)c1cccc(-c2csc(C)n2)c1	20	-4	1	1	3	2	-8	-13	5
O=C(O)c1ccc(N2C(=O)c3ccc(C(=O)c4cccc([N+](=O)[O-])c4)cc3C2=O)cc1	15	-1	-4	-1	2	-2	-3	6	1
O=C(NCc1cccc(CNC(=O)C(=O)NCC2CCCO2)c1)C(=O)NCC1CCCO1 (stereo not given)	21	3	-5	-9	-3	1	-9	-3	8
NC(=O)Nc1cc(Cl)ccc1Cl	8	-1	1	-5	0	0	-2	-8	9
CSc1ccc(CN(C)C(C)C(=O)NCc2ccccc2)cc1 (stereo not given)	-14	-1	-2	-24	0	1	-3	-16	-4
CC(C)COC(=O)c1ccccc1OC(=O)c1ccncc1	20	-1	0	2	2	-4	-3	-8	5
COc1ccc(Cc2nnnn2CC(=O)O)cc1	-1	-2	2	4	-2	-4	0	4	16
Cc1nc(NC(=O)C2CC2)sc1C	5	2	2	-18	-4	0	-7	-13[fluorescence artefact?]	14
CNC(=O)NC(=O)CSc1cccc(C(F)(F)F)c1	1	-4	-4	0	1	0	-3	-10	4
O=C(c1cc(F)c(F)cc1Cl)N1CCOCC1	-1	-2	-6	1	-4	-2	-4	-7[fluorescence artefact?]	4
COc1ccc(OC2C(=O)N(c3ccc(C)c(C)c3)C2c2ccc(OC)c(OC)c2)cc1 (stereo not given)	0	-3	5	-17	1	-2	-9	5[fluorescence artefact?]	6
c1ccc(N2N=C(c3cccs3)CC2c2ccco2)cc1 (stereo not given)	35	0	-42	-19	82*	32	-13	-1	-42
C/C(CCC(C)C)=N\NS(=O)(=O)c1ccc(C)c([N+](=O)[O-])c1	6	-1	1	1	-3	-1	0	-5	6

Ordered by length of the SMILES (low to high): some entries from above
SMILES	Hck-Nef inh	Wee1 stabilizer	FXIa inh	KLK5 inh	Runt-SMMHC FRET	Runt-CBFb FRET	Thrombin inh	14-3-3 Bad PPI	FXIIa inh 1536
NC(=O)Nc1cc(Cl)ccc1Cl	8	-1	1	-5	0	0	-2	-8	9
CNC(=O)NC(=O)CSc1cccc(C(F)(F)F)c1	1	-4	-4	0	1	0	-3	-10	4
COc1ccc(OC2C(=O)N(c3ccc(C)c(C)c3)C2c2ccc(OC)c(OC)c2)cc1 (stereo not given)	0	-3	5	-17	1	-2	-9	5[fluorescence artefact?]	6

Following part:
SMILES	Hck-Nef inh	Wee1 stabilizer	FXIa inh	KLK5 inh	Runt-SMMHC FRET	Runt-CBFb FRET	Thrombin inh	14-3-3 Bad PPI	FXIIa inh 1536
O=C(Nc1ccccc1C(=O)N1CCOCC1)c1ccc(Cl)cc1	3	1	0	0	0	0	-2	-3	9
CCOC(=O)c1c(NC(=O)CSc2nc(C)cc(C)c2C#N)sc(C(C)=O)c1C	6	0	3	19	50	3	2	53	18
Cc1noc(NS(=O)(=O)c2ccc(N/C=C/C(=O)c3cccnc3)cc2)c1C	0	-2	0	-6	5	0	18	-15	-1
COc1ccccc1-c1csc(NC(=O)c2ccc(N3C(=O)CCC3=O)cc2)n1	16	0	2	5	-6	0	0	-2	11
CC1NC(=O)N(C)[C@@H]2NC(=O)N(C)C(c3ccc([N+](=O)[O-])cc3)[C@@H]12 (stereo not given in full)	-1	0	1	-2	-2	0	-4	0	3
O=C1NC(c2ccco2)Nc2ccccc21 (stereo not given)	-1	5	-9	1	6	3	-1	-7	-12
CCCCCCCCCC(=O)N1c2ccccc2NC(=O)C1CC(=O)Nc1ccc(C(=O)O)cc1 (stereo not given)	12	2	3	3	-4	-4	4	5	10
Cc1ccc(-c2cc(C(F)(F)F)n3ncc(C(=O)N4CCN(C)CC4)c3n2)cc1	0	9.2*	-7	-3	-3	-1	-3	-8	5
C/C=C/c1ccc(OCCOCCOc2cccc3cccnc23)c(OC)c1	2	0	13	-5	2	-4	-6	13	26
Cc1nnc(SCC(=O)NCc2ccco2)n1Cc1ccccc1	3	0	-16	8	-1	1	2	11[fluorescence artefact?]	12
CCOC(=O)c1c(C)nc2c(c1-c1ccc(Cl)cc1)C(=O)CC(C)(C)C2	2	3	-4	-4	0	1	6	-2	4
S=C(NCCc1ccccc1)N1CCc2ccccc2C1	10	3	-6	-8	-1	-3	-7	-1	0
O=C(Cn1nnc(-c2ccc3c(c2)OCO3)n1)NCc1ccco1	1	0	-2	-13	-4	2	-6	-13	7
O=C(N/N=C/c1ccc(Cl)c([N+](=O)[O-])c1)c1cnccn1	0	-1	-2	-1	5	-1	0	-1	12
C/C(CC(=O)Nc1ccc(F)cc1)=N\NC(=O)c1ccccn1	32	6	5	-5	1	1	-5	-10	-2
COc1ccc(/C=C(\NC(=O)c2ccco2)C(=O)NCCc2nc3ccccc3[nH]2)cc1	10	2	0	1	1	2	-3	-11	4
CCC1(CC)Cc2ccccc2C2=C(C(=O)N3CCCCC3)C(=O)C(=O)N21	2	-1	-1	.	-1	-3	0	1	6
CCC(C)[C@H](NC(=O)[C@@H]1Cc2ccccc2CN1C(=O)OC(C)(C)C)C(=O)NCC1CCC(C(=O)O)CC1 (stereo not given in full)	15	1	6	2	1	2	2	4	12
Cc1cc(C(=O)Nc2ccc3c(c2)OCCO3)c(C)o1	0	5	-7	-2	5	0	-7	5	-10
O=C(O)c1ccccc1OCCOc1ccccc1	-1	7	-1	0	-2	-1	-4	1	5
COc1ccc(NC(=O)Nc2ccccc2SC)cc1	11	11*	-2	-2	1	2	-1	-3	7
O=C(OCC(=O)N1CCc2ccccc2C1)c1ccc(N2CCOCC2)c([N+](=O)[O-])c1	2	-4	12	-4	2	-3	0	3	14
Brc1ccccc1Cn1c(-c2cncs2)nc2ccccc21	0	0	-6	-16	0	1	-9	7	2
Cc1onc(-c2c(Cl)cccc2Cl)c1C(=O)N=C(N)N1CCCC1	5	-2	-5	-3	0	1	5	-7	5
CCOC(=O)C(NC(=O)c1ccccc1Cl)(Nc1sc2c(c1C(N)=O)CCC2)C(F)(F)F (stereo not given)	0	1	5	-4	-2	2	7	-1	5
CCOC(=O)C(C)/C(C)=N/NC(=O)c1cc2ccccc2cc1O (stereo not given)	-1	1	1	-9	-93	-23	-7	-7	-1

Complete entries from above. Order of screens: Hck-Nef inh | Wee1 stabilizer | FXIa inh | KLK5 inh | Runt-SMMHC FRET | Runt-CBFb FRET | Thrombin inh | 14-3-3 Bad PPI | FXIIa inh 1536
O=C(OCC(=O)N1CCc2ccccc2C1)c1ccc(N2CCOCC2)c([N+](=O)[O-])c1 is listed as 2 | -4 | 12 | -4 | 2 | -3 | 0 | 3 | 14
CCOC(=O)C(NC(=O)c1ccccc1Cl)(Nc1sc2c(c1C(N)=O)CCC2)C(F)(F)F (stereo not given) is listed as 0 | 1 | 5 | -4 | -2 | 2 | 7 | -1 | 5
